PrPC TRFRET = inhibitors of human cell surface prion protein PrPC; 370,000 compounds, 0.43% hits; TR-FRET read-out; AID 720596; P04156; inhibition, % at 13.8 µM; in the data active = inhibition above about 24%; also: 0% = median of the test wells and 100% = reference compound wells
SARS 3CLpro inh = SARS-CoV 3CLpro protease inhibition; P0C6X7; recombinant SARS-CoV 3CLpro, quenched FRET peptide cleavage; 290,000 compounds, 0.14% hits; inhibition, % at 6 µM; in the data active = inhibition above about 12%
VHR inh abs = inhibitors of human VHR1 phosphatase (DUSP3) | P51452 | recombinant VHR phosphatase, pNPP absorbance | inhibition, % at 13.3 µM | 290,000 compounds, 0.52% hits | AID 1654; in the data active = inhibition above about 50%; also: some compounds called inactive have numbers as strong as hits
Target sequence (P51452 whole entry, looked up): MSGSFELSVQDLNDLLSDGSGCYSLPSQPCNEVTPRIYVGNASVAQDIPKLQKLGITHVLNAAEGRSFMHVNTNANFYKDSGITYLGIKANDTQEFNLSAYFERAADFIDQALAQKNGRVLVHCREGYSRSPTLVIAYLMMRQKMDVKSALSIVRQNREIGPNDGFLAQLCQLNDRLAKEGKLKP
Rv3671c inh = Rv3671c (M. tuberculosis) protease inhibition | AID 2606 | inhibition, % at 5.96 µM | 320,000 compounds, 0.048% hits; in the data active = inhibition above about 38%;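 also: extracellular domain of Rv3671c used as enzyme; 0% = enzyme with DMSO and 100% = no enzyme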
Target sequence (P9WHR9 whole entry, looked up, the tested form may be a part): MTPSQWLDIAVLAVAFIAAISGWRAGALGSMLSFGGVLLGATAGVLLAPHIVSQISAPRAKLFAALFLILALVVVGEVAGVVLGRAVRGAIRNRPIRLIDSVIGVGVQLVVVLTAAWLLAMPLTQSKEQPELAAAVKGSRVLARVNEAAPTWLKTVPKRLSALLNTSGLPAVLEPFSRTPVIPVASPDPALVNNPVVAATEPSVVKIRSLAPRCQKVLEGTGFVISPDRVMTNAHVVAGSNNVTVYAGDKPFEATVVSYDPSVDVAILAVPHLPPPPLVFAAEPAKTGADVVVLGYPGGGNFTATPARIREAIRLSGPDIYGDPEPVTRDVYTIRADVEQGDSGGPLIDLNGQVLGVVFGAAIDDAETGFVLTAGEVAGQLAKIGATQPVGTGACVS
Vc quorum ag = induces V. cholerae light production without autoinducers | AID 588436 | V. cholerae BH1578 lux reporter, luminescence, 6 h | 350,000 compounds, 0.16% hits | activation, % at 18.7 µM; in the data active = activation mostly above about 9.7%, no sharp cut-off; also: not every result past the cut was called active; inactives centre near 0; reference of the scale not given here
CCHFV vOTU inh = CCHFV vOTU protease inhibition. Pep-AMC fluorescence. inhibition, % at 11.5 µM. 370,000 compounds, 0.55% hits; in the data active = inhibition above about 30%; also: 0% = vehicle wells with enzyme and 100% = no enzyme wells
TcdB GH inh = TcdB glycohydrolase inhibition; inhibition, % at 9.99 µM; 350,000 compounds, 0.24% hits; P18177; TcdB glycohydrolase enzymatic assay, plate reader; in the data active = inhibition above about 10%
Yp Topo-I inh = inhibitors of Yersinia pestis topoisomerase I | Y. pestis Topo-I cleavage product accumulation, plate reader | activity, % at 10 µM | 360,000 compounds, 0.064% hits | AID 504884; in the data active = activity above about 50%, passing the limit was not always enough; also: inactives centre near 2
MazF activator = increases E. coli MazEF RNase cleavage of RNA. FAM/BHQ RNA-DNA oligo cleavage fluorescence, 5 h. activation, % at 20 µM. 350,000 compounds, 0.32% hits. AID 504720; in the data active = activation above about 50%
Target sequence (P0AE70 whole entry, looked up): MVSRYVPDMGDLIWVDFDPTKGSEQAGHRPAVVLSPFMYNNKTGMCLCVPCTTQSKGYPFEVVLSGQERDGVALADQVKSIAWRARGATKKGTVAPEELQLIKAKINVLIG
PriA SSB inh = inhibitors of Klebsiella pneumoniae PriA binding to SSB C-terminal tail. inhibition, % at 33 µM. AID 1272365. AlphaScreen SSBct-PriA binding, biotinylated peptide. 430,000 compounds, 0.6% hits; in the data active = inhibition mostly above about 37%, no sharp cut-off; inactive = mostly below about 20%;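 also: plate controls were negative control peptide for no effect and reference peptide for full effect; strong numbers were not always called active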
* hit, by the source's call; i = inactive; . = no result given; & = joins results of further samples.

SMILES	PrPC TRFRET	SARS 3CLpro inh	VHR inh abs	Rv3671c inh	Vc quorum ag	CCHFV vOTU inh	TcdB GH inh	Yp Topo-I inh	MazF activator	PriA SSB inh
C/C(N)=C(/C#N)C(=O)CSc1nnc(COc2cc(C)ccc2C)o1	10	3	31	-11	1.5	1	0.8	9	4	2
CC(=O)Nc1ccccc1C(=O)N1CC2(C)CC1CC(C)(C)C2 (configuration not stated)	-2	3	-8	6	-1.6	1	.	-1	0	-1
c1ccc(Sc2ccccc2CN2CCCC2)cc1	1	.	.	-4	-1.4	-3	-0.9	2	3	-7
Cc1nc([N+](=O)[O-])nn1C12CC3CC(CC(Br)(C3)C1)C2	0	1	24	1	i	-1	.	6	-2	-1
COc1ccc(-c2nn(C)c(=O)c3ccccc23)cc1NC(=O)COc1ccc(C)cc1	-2	-3	30	-11	-1.3	-4	1.1	-1	11	-14
Cc1ccc(C)n1Cc1ccccc1Cl	-5	2	9	7	1.9	9	0.4	5	4	3
O=C(O)c1ccccc1C(=O)c1cccc2c(Br)cccc12	60*	.	.	.	-2.9	12	-0.9	1	-3	-8
COc1ccc(-c2cc3c(=O)n(CC(=O)NCc4cccnc4)ncn3n2)cc1	11	1	21	-4	-0.2	-5	0.4	2	-5	-1
COc1ccc2oc(C(=O)OCC(=O)Nc3ccc(NC(C)=O)cc3)c(C)c2c1	0	.	.	-75	-0.6	1	2.3	24	-37	-8
COc1ccc(NC(=O)Cc2c(Cl)cccc2Cl)cn1	3	2	18	-3	-0.4	2	-2.3	1	-4	-5
COc1ccc(C(=O)Nc2ccc(S(=O)(=O)Nc3onc(C)c3C)cc2)cc1	-7	6	-1	-6	-1.2	13	.	4	-1	-10
Cc1ccc(CCN2CC(C(=O)NCc3cccnc3)CC2=O)cc1 (configuration not stated)	9	1	.	8	-0.3	6	-6.3	9	6	1
CCOC(=O)c1ccc(NC(=S)N2CCCC2)cc1	8	-2	-4	-1	0.4	10	1.0	2	0	-10
CCOc1ccc(CCNC(=O)CCCn2c(=O)c3cccn3c3cccnc32)cc1OCC	-5	1	-26	0	-10	23	-1.2	-4	-7	1
O=C(CN1C(=O)c2ccccc2C1=O)Nc1nccs1	-4	2	8	4	-0.6	-6	1.0	5	0	-7&-4
COc1ccc(C(=O)C2CCCN(Cc3ccon3)C2)c(OC)c1 (configuration not stated)	-5	1	17	0	-0.4	-12	.	0	1	-15
O=S(=O)(c1cccc2ccccc12)N1CCC2CC1c1cc(-c3ccc(F)cc3)ccc12 (configuration not stated)	-3	.	.	.	-0.5	2	-0.4	2	-12	-6
CCCCn1nc(NC(=O)COC)c2cc3ccc(C)cc3nc21	.	6	0	-5	i	.	.	7	4	10
CC1CN(C(=O)COC(=O)c2ccc(Cl)c(N)c2)CC(C)O1 (configuration not stated)	-7	-4	36	0	-0.3	0	1.8	-6	-2	-1
CC(C(=O)N1c2ccc(F)cc2CCC1C)N1C(=O)c2ccccc2C1=O (configuration not stated)	-6	7	-22	6	-7.7	7	.	-3	5	-5
NC(=O)C1CCN(C(=O)CSc2ccsc2[N+](=O)[O-])CC1	-11	-4	18	.	-0.2	7	0.5	2	3	-10
COc1ccc(N2CCN(C(=O)CN=C3NS(=O)(=O)C(c4ccc(C)cc4)=C3C)CC2)cc1	-11	3	-9	2	-0.2	-13	.	20	5	2
CC(C)(C)Cc1nnc(NS(C)(=O)=O)s1	-1	-3	.	0	i	-3	.	0	2	-6
O=C(CC1C(=O)NCCN1CCCc1ccccc1)NCCc1ccccc1F (configuration not stated)	-3	-6	-37	-7	-0.4	3	0.7	2	0	-1
COc1ccc2c(c1)C(=O)CC(c1ccc(OC)c(OC)c1)O2 (configuration not stated)	-5	2	11	6	i	6	1.1	13	4	-6

Reformatted: results already given
Order of results – PrPC TRFRET, SARS 3CLpro inh, VHR inh abs, Rv3671c inh, Vc quorum ag, CCHFV vOTU inh, TcdB GH inh, Yp Topo-I inh, MazF activator, PriA SSB inh
> COc1ccc(C(=O)Nc2ccc(S(=O)(=O)Nc3onc(C)c3C)cc2)cc1
→ -7, 6, -1, -6, -1.2, 13, ., 4, -1, -10
> Cc1ccc(CCN2CC(C(=O)NCc3cccnc3)CC2=O)cc1 (configuration not stated)
→ 9, 1, ., 8, -0.3, 6, -6.3, 9, 6, 1

The main list resumes with the six entries that preceded the break.
SMILES	PrPC TRFRET	SARS 3CLpro inh	VHR inh abs	Rv3671c inh	Vc quorum ag	CCHFV vOTU inh	TcdB GH inh	Yp Topo-I inh	MazF activator	PriA SSB inh
CC(C(=O)N1c2ccc(F)cc2CCC1C)N1C(=O)c2ccccc2C1=O (configuration not stated)	-6	7	-22	6	-7.7	7	.	-3	5	-5
NC(=O)C1CCN(C(=O)CSc2ccsc2[N+](=O)[O-])CC1	-11	-4	18	.	-0.2	7	0.5	2	3	-10
COc1ccc(N2CCN(C(=O)CN=C3NS(=O)(=O)C(c4ccc(C)cc4)=C3C)CC2)cc1	-11	3	-9	2	-0.2	-13	.	20	5	2
CC(C)(C)Cc1nnc(NS(C)(=O)=O)s1	-1	-3	.	0	i	-3	.	0	2	-6
O=C(CC1C(=O)NCCN1CCCc1ccccc1)NCCc1ccccc1F (configuration not stated)	-3	-6	-37	-7	-0.4	3	0.7	2	0	-1
COc1ccc2c(c1)C(=O)CC(c1ccc(OC)c(OC)c1)O2 (configuration not stated)	-5	2	11	6	i	6	1.1	13	4	-6
CCc1c(C)sc(NC(=O)OC)c1C(N)=O	-4	-4	0	6	-3.6	-5	.	4	-11	-2
CC(C)CC(=O)Nc1c2c(nn1-c1ccc([N+](=O)[O-])cc1)CS(=O)(=O)C2	-8	-2	10	1	-0.6	-13	1.1	1	0	-10
CN1CCN(c2ccc(S(=O)(=O)N3CCCCC3)cc2NC(=O)c2ccc(C#N)cc2)CC1	7	-4	-8	-7	-0.3	2	0.5	4	8	-16
OC(COc1cccc2ccccc12)CN1CCN(c2ccccc2Cl)CC1 (configuration not stated)	6	1	7	0	-0.5	20	0.8	25	-3	-1
CC(CN1CCCC1)OC(=O)c1ccccc1Cl (configuration not stated)	7	0	-5	3	-0.6	6	-8.8	4	6	6
Cc1cc(CNC(=O)C(C)n2cc([N+](=O)[O-])cn2)c2ccccc2n1 (configuration not stated)	-7	-3	4	5	-0.3	-3	0.9	-1	-8	-7
COc1ccc(C(=O)NC(=S)NCc2ccc(-c3nc4ccccc4o3)cc2)cc1OC	7	-5	13	-7	4.9	1	.	5	-16	-5
COc1ccccc1CNS(=O)(=O)c1ccc(C)cc1	2	-3	6	4	-3.7	4	.	16	6	-9
CCN(C(=O)CSc1nc2n[nH]c(C)c2c(=N)n1-c1ccc(Cl)c(C)c1)c1cccc(C)c1	-5	5	-37	-13	-0.3	12	4.0	38	-15	-13
CCc1cc2c(=O)c(-c3nc4ccccc4[nH]3)coc2c(CN2CCCCC2C)c1O (configuration not stated)	0	-1	16	7	i	14	0.7	8	2	3&7
Cc1ccc(Cn2c(=N)c(S(=O)(=O)c3ccc(C)cc3)cc3c(=O)n4ccccc4nc32)cc1	4	-4	-9	1	-12	-10	0.2	5	-31	16
CCN1C(=O)CC(Sc2ccccc2N)C1=O (configuration not stated)	-5	-1	-15	-6	-0.5	4	.	-2	4	-9
O=c1[nH]c(=O)n(Cc2ccco2)c2c1C(C(F)(F)F)(C(F)(F)F)N=C(CCC1CCCCC1)N2	15	0	15	-4	.	6	.	20	5	-7
Cc1nc2sc(C(c3cccs3)N3CCC(C(N)=O)CC3)c(O)n2n1 (configuration not stated)	-3	0	-5	-2	-0.3	-2	0.5	2	4	-2
Cc1ccccc1Nc1nc(N)nc(COC(=O)CCNS(=O)(=O)c2ccccc2)n1	0	.	.	-4	-0.7	15	-2.9	0	-10	-4
Cc1cc(C(=O)COC(=O)c2ccccc2NCCO)c(C)n1CC1CCCO1 (configuration not stated)	3	1	36	-8	i	-11	2.4	16	1	-31
CCn1c2ccccc2c2nc3cc(C(=O)O)ccc3nc21	-4	1	12	.	i	11	1.1	1	2	12
CCN(c1ccc(NC(=O)CCNC(=O)c2ccco2)cc1)C(C)C	-2	-3	-4	-5	i	3	-11	-3	2	-5
COc1cc(/C=C/C(=O)OC(C)C(=O)c2ccccc2)cc(OC)c1OC (configuration not stated)	-5	.	.	-18	i	9	-0.4	-4	-4	-1
CCOC(=O)Cn1nc(C)c(NC(=O)COc2ccc(F)cc2F)c1C	.	5	19	0	1.2	.	.	-1	.	.
CC(=O)Nc1cc2c3ccccc3ccc2c2ccccc12	-11	.	.	.	-1.1	-3	0.6	18	5	-13
O=C(CNC(=O)c1ccco1)OCc1ccc(Cl)cc1	5	2	-9	-3	-0.6	12	.	-1	3	-4
CCC(C)(C)C(=O)Nc1cccc(Cl)c1C	-2	-1	28	1	-0.2	-2	-1.6	3	5	-13
Cn1cc(/C=N\O)nc2c(=O)n(-c3ccccc3)c(=O)nc1-2	-14	1	5	4	i	-11	0.6	3	14	.
CC(NC(=O)CC1Nc2ccccc2NC1=O)c1ccccc1 (configuration not stated)	-6	1	-2	0	5.6	-4	.	1	-9	-5

(continued)
SMILES	PrPC TRFRET	SARS 3CLpro inh	VHR inh abs	Rv3671c inh	Vc quorum ag	CCHFV vOTU inh	TcdB GH inh	Yp Topo-I inh	MazF activator	PriA SSB inh
Cc1ccnc(NC(=O)c2ccc3c(c2)S(=O)(=O)c2ccccc2C3=O)c1	-18	-1	11	-6	i	-16	0.0	-4	13	-2
COCCOc1cc(-n2ccnc2SC)c(Cl)cc1Cl	-6	2	-5	-2	7.3	7	.	10	-3	20
Cc1ccc(-c2cc(C(=O)N3CCCc4ccccc43)c3ccccc3n2)cc1	-6	-4	3	-28	-2.9	-6	.	2	-8	-5
COc1ccc(/C=C(\C#N)C(=O)NCC(c2ccc(F)cc2)N2CCOCC2)cc1 (configuration not stated)	0	-4	23	-10	-0.3	1	2.4	17	-7	-2
CN(C)CC(C)(C)CNC(=S)Nc1cc(S(=O)(=O)N2CCOCC2)ccc1Cl	-8	5	30	7	i	2	0.9	-3	9	-4
CCOc1ccc(C(=O)NC(=S)NCc2cccnc2)cc1[N+](=O)[O-]	-11	-1	18	-16	-0.2	-11	1.5	4	4	0
CCOC(=O)c1c(S(=O)(=O)N2CCCC(C)C2)c(C)n(C)c1C (configuration not stated)	4	1	28	3	-0.4	-6	-4.0	-2	5	8
CC(=O)n1c(=O)c2ccccc2c(=O)n1-c1ccccc1	-3	-1	3	0	0.6	9	1.1	20	-5	5
C[C@@H]1ON(C)[C@H]2C[C@H]3c4cc(-c5cccc(F)c5)ccc4CCN3C(=O)[C@@H]12	6	.	.	.	i	14	-13	22	-7	4
CN1CCN(CC(=O)N2c3ccccc3C(C)(c3ccc(Cl)cc3)CC2(C)C)CC1 (configuration not stated)	-13	1	42	-11	-0.4	14	.	8	-3	-2
Cc1ccc(SCCNC(=O)c2ccc(CN3CCOCC3)cc2)cc1	9	5	28	2	-0.2	11	0.1	5	-4	-13
O=Cc1ccc(OCc2cccc(C(F)(F)F)c2)cc1O	-8	2	22	4	i	10	0.6	13	3	5
COc1ccc(CN2CCN(C(=O)c3ccco3)CC2)c(OC)c1OC	4	.	.	0	i	-9	0.7	-2	4	-2
NC1=NC(=O)/C(=C/c2ccccc2OCC(=O)Nc2ccc(F)cc2)S1	0	.	.	-22	i	-3	0.6	-4	-25	13&-1
COc1ccc(C(=O)Nc2ccc3c(c2)OCCO3)c(OC)c1	2	.	.	.	i	10	3.3	6	0	.
CCOc1ccccc1NC(=O)COC(=O)CNS(=O)(=O)c1ccc(C)cc1	-5	2	-4	9	i	4	.	8	0	-1
CCc1ccccc1NC(=O)C1CCCN1S(=O)(=O)c1ccc(-c2ccc(=O)[nH]n2)s1 (configuration not stated)	-9	-1	73	-38	i	10	0.4	6	-1	-8
O=C(N/N=C/c1c(O)n(CCc2ccccc2)c(=O)[nH]c1=O)c1ccccc1	-1	-1	10	-2	-0.7	-8	0.1	0	-4	.
COc1ccccc1NC(=O)c1ccc(NC(=O)CSc2ncccn2)cc1	9	-2	17	1	i	3	1.9	-4	5	1
COc1ccc2c(c1OC)C(=O)N(c1ccc(O)cc1)C2=O	-7	0	13	-4	-0.3	8	1.7	-13	5	-4
CCOC(=O)/C=C/c1ccccc1S(=O)(=O)NC(C)(C)C	-7	.	.	-8	i	5	0.9	10	5	-4

Compound activity: PubChem BioAssay, several laboratories

The list is partial; rates above refer to the full screens.
